NPYLR7 ag: activates Aedes aegypti NPYLR7 receptor; AID 1259423; actives 0.15% (n = 270,000); HEK293T NPYLR7/Galpha15, GCaMP6s calcium fluorescence; activation, % at 10 µM; in the data active means activation above about 40%;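 further: 0% = vehicle and 100% = reference agonist at the receptor; some compounds past the cut are filed as inactive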
mcGAS inh: inhibitors of mouse cGAS. recombinant cGAS, Kinase-Glo ATP depletion luminescence. inhibition, % at 12.5 µM. AID 1259399. actives 0.15% (n = 160,000). Q8C6L5;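 further: 0% = negative control wells and 100% = reference inhibitor with no enzyme activity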
hcGAS lum: human cGAS inhibition | inhibition, % at 12.5 µM | actives 0.081% (n = 290,000) | recombinant h-cGAS, ATP depletion, Kinase-Glo luminescence;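 further: 0% = vehicle reaction and 100% = reaction without DNA for no activity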
Target sequence (Q8N884 whole entry, looked up): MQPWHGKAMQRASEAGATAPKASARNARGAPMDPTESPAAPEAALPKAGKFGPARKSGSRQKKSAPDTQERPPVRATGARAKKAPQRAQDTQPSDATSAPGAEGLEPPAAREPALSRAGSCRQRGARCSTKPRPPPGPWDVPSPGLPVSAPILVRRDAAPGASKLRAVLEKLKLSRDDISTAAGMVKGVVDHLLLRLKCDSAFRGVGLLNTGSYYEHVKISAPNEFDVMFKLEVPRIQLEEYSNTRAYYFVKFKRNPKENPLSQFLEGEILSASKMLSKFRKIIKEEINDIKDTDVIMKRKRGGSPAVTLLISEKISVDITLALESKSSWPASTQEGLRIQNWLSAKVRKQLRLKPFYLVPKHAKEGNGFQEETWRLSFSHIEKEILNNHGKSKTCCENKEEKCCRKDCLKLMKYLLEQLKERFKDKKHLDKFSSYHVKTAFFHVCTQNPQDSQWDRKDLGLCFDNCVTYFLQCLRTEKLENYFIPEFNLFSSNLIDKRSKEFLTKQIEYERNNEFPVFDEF
Numbers without * were called inactive; x = no result given; & = joins results of further samples. Unless noted, no stated cut-off is given here; in the data, active means inhibition above about 40%; inactive means the rest. An unsorted share of the library. Share with any hit: about 0.29%.

SMILES	NPYLR7 ag	mcGAS inh	hcGAS lum
CCOC(=O)N(C)c1ccc(NC(=O)c2ccc3c(c2)OCO3)cc1	-5.4	x	3.9
COc1ccc(CN2CCCN(C(=O)C3CCN(C(=O)c4cccs4)CC3)CC2)cc1	2.7	x	3.9
CCN1C(=O)C(=C2CCCC2)C(=O)N(CC)C1=O	3.0	-6.4	10.8
CCOCCCNC(=O)c1cc(NC(=O)Nc2ccc(C)c(Cl)c2)ccc1N1CCC(Cc2ccccc2)CC1	18.6	-6.2	-3.6
Cc1nonc1CC(=O)NC1CC(=O)N(Cc2ccccc2C(F)(F)F)C1 (stereo not given)	2.7	x	-8.9
Cn1cc(CCNC(=O)NCc2nnc3n2CCCCC3)cn1	4.3	x	-5.3
CC(C)(C)C1CCC(=NNc2ccc([N+](=O)[O-])cc2)CC1 (stereo not given)	-2.1	x	-3.2
Cc1ccc(C2(O)CCN(C(=O)COc3ncnc4ccccc34)CC2)nc1	-2.3	x	-5.9
Cc1cc(C)cc(NC(=O)CCC(=O)c2ccc3c(c2)CCC3)c1	-0.8	-0.6	0.7
CC(C)Oc1ccc(C(=O)Nc2cnc(C(C)(C)C)nc2)cn1	6.3&18.8	-16.5	-12.6&-5.2

Entries shown so far that contain a halogen (2):
SMILES	NPYLR7 ag	mcGAS inh	hcGAS lum
CCOCCCNC(=O)c1cc(NC(=O)Nc2ccc(C)c(Cl)c2)ccc1N1CCC(Cc2ccccc2)CC1	18.6	-6.2	-3.6
Cc1nonc1CC(=O)NC1CC(=O)N(Cc2ccccc2C(F)(F)F)C1 (stereo not given)	2.7	x	-8.9

Next section:
SMILES	NPYLR7 ag	mcGAS inh	hcGAS lum
NC(=O)C1CCN(c2ccc(NC(=O)CCCl)cc2S(=O)(=O)NCCc2ccccn2)CC1	7.5	x	-1.5
Cc1[nH]nc(CCC(=O)N2CCNCC(CC(=O)O)C2)c1C (stereo not given)	-3.4	x	-4.3
N#C/C(=C/c1cn(-c2ccccc2)nc1-c1ccco1)c1nc2ccccc2c(=O)[nH]1	11.8	x	10.2
O=C(c1ccc([N+](=O)[O-])cc1)N(Cc1cccc(OS(=O)(=O)c2cccc(C(F)(F)F)c2)c1)Cc1ccco1	4.7	-3.2	-2.9
C=C(C)[C@@H]1CC=C(CN2CCC(Oc3cccc(C(=O)N4CCCC4)c3)CC2)CC1	2.6	-10.5	-7.1
O=C(Cn1c(=O)n(Cc2ccccc2)c(=O)c2ccccc21)NCc1ccccn1	18.3	-3.2	-3.9
Cc1ccc(S(=O)(=O)N2CCn3cccc3C2C)c(C)c1 (stereo not given)	7.8	x	-7.3
O=C1C(=O)N(CCN2CCOCC2)C(c2ccc(Cl)c(Cl)c2)C1=C(O)c1ccc(F)cc1 (stereo not given)	-2.2	-0.5	2.7
CC(C)C(O)CN(Cc1c(-c2ccccc2)nn(C)c1Oc1ccccc1F)CC1CCCO1 (stereo not given)	-0.6	x	3.9
CC1CCN(C2=C(c3c(-c4ccccc4)[nH]n(C)c3=O)C(=O)N(CC3CCCO3)C2=O)CC1 (stereo not given)	-1.9	-4.8	-4.3
CC(C)(C)NC(=O)N(Cc1ccc(C(F)(F)F)cc1)CC1CC(c2ccc(Cl)cc2)=NO1 (stereo not given)	11.9	-2.9	0.4
COc1cc(C(=O)Nc2nc(-c3ccc(C)cc3)cs2)cc(OC)c1OC	-4.4	-1.8	1.5
O=C(Nc1c2c(nn1-c1ccccc1)CS(=O)(=O)C2)C1CC(=O)N(c2ccccc2)C1 (stereo not given)	-3.8	-2.1	0.4
CCOc1ccc(C2=NC(=Cc3cccc(F)c3)C(=O)O2)cc1OCC	0.3	-8.1	-10.5
CCCn1nc2ccccc2c1[P+](C)(N(CC)CC)N(CC)CC	7.4	x	0.1
CC(C)C(NS(=O)(=O)c1ccccc1)C(=O)NNC(=O)c1cccs1 (stereo not given)	1.1	-8.0	-6.9
COCCN1C(=O)N(Cc2cccnc2)C(=O)C12CCN(Cc1nc(-c3ccccc3)cs1)CC2	15.7	-7.2	-25.8
CN1CCN(Cc2nc3c(c(=O)n(C)c(=O)n3C)n2Cc2ccccc2)CC1	9.3	-4.4	-7.7
FC(F)(F)c1cccc(CSc2nnc(-c3cc(-c4ccccc4)nc4ccccc34)n2CC2CCCO2)c1 (stereo not given)	-5.6	-5.3	-5.0
CCOCCn1cc(C2CCN(S(=O)(=O)c3cc(Cl)ccc3OC)CC2)c2ccccc21	25.0	-6.8	-2.1
Cc1ccc2cccc(OC(=O)c3ccc(Cl)c(Cl)c3)c2n1	1.7	-5.1	-10.3
CCn1c(C)[n+](CC)c2ccccc21	2.8	-5.6	-6.8
O=C(Nc1ccc(-c2nc3ccccc3o2)cc1)c1ccc2ccccc2c1	2.0	-3.5	-3.8
CC(C)N(CC(=O)N(Cc1ccc(F)cc1)Cc1ccco1)C(=O)c1ccc(-c2ccccc2)cc1	11.5	-5.8	-9.7
CCOC(=O)C=C1SCC(=O)N1C	3.6	x	-6.9
COc1ccc(N(C)CCCO)cc1OC	-2.1	x	-3.1
CCCC(CC(=O)OCC)NC(=O)c1cn(CCC2CCCCC2)nn1 (stereo not given)	-2.8&16.4	-11.3	-8.6&-9.0
COc1ccc(-c2nn(-c3ccccc3)cc2C=C2C(=O)NC(=S)NC2=O)cc1	-0.3	-4.7	-10.4
COc1ccc(C(=O)N(Cc2ccco2)Cc2c(-c3ccccc3)noc2N2CCCC2)cc1	4.8	-5.8	-12.9
CN(c1ccccc1)S(=O)(=O)c1c(-c2ccccc2)csc1C(=O)NCc1cccs1	x	-8.4	-6.5
Cc1cccc(-n2nc(-c3ccccc3)c3c2N(CC(=O)NCC2CCCO2)C(=O)CSC3c2ccccc2Cl)c1C (stereo not given)	3.7	-3.0	-5.3
O[C@@H]1CN(c2ccnc3ccccc23)CC[C@H]1N1CCN(c2ccccn2)CC1	-6.4	x	-10.0
COc1ccc(-c2cnc3ncnn3c2N2CCCN(C(=O)c3sccc3C)CC2)cc1	-1.9	-0.7	4.5
COc1ccc(S(=O)(=O)NC(=O)C2(C)CCN2C(=O)COc2ccc(Cl)cc2)cc1OC (stereo not given)	0.1	x	-8.7
Cc1oc(-c2ccccc2)nc1CC(=O)NC(C)C(C)C (stereo not given)	0.5	x	-14.0
O=C(Cc1ccccc1)Nc1ccnn1C1CCN(Cc2ccccc2-c2ccco2)CC1	0.3&-3.7	-3.3	4.0&-7.2
COC(=O)c1cc(CSc2nnc(C3CC3)n2C2CC2)oc1C	-3.9	x	-2.8
Cc1ccc(CNC(=O)c2ccc(-c3cc(-c4cccc(C(F)(F)F)c4)n[nH]3)cc2)o1	3.9	-7.1	-6.5
CC(C)(C)C1(C)OC(=O)C(=Cc2ccc(O)c(I)c2)C(=O)O1 (stereo not given)	4.0	18.9	10.9
COc1nccc(N(C)C)c1N	11.3	x	-11.1
O=C1CC(C(=O)NC(c2ccc(F)cc2)C2CCCC2)c2ccccc2N1 (stereo not given)	-9.9	6.1	-0.2
CC(=O)N1N=C(c2cccc(O)c2)CC1c1cn(-c2ccccc2)nc1-c1ccccc1 (stereo not given)	x	-8.3	-7.4
CC(C)=C1C2C=CC1C1C(=O)N(c3ccc(C(=O)O)cc3)C(=O)C21 (stereo not given)	-4.1	-3.8	-2.6
CC1c2cccn2CCN1c1nc(C(C)(C)C)nc2c1cnn2C (stereo not given)	-0.2	-6.4	-1.9
CNC(=O)Cc1nc(C(=O)OC)cc(=O)s1	-1.0	x	5.8
COc1ccncc1NC(=O)/C=C/c1ccc(N2CCOCC2)cc1	-4.7	x	10.6
Cc1csc(=O)n1CC(=O)N1CCN(Cc2nc(-c3cccs3)no2)CC1	2.8	-21.1	-13.3
OC(COCc1ccco1)CN(CCN1CCOCC1)Cc1ccc(F)cc1 (stereo not given)	20.4	-2.9	0.4
Cc1cc(CNC(=O)/C=C/c2cccc(-c3ccccc3)c2)on1	-10.2	-15.6	-8.1
COc1ccc(-c2nc(N(CCCN3CCOCC3)CCC(=O)NCc3ccco3)c3ccccc3n2)cc1	-5.9	2.7	-2.5

For convenience, part of the list above.
SMILES	NPYLR7 ag	mcGAS inh	hcGAS lum
COc1ccc(-c2nn(-c3ccccc3)cc2C=C2C(=O)NC(=S)NC2=O)cc1	-0.3	-4.7	-10.4
COc1ccc(C(=O)N(Cc2ccco2)Cc2c(-c3ccccc3)noc2N2CCCC2)cc1	4.8	-5.8	-12.9
CN(c1ccccc1)S(=O)(=O)c1c(-c2ccccc2)csc1C(=O)NCc1cccs1	x	-8.4	-6.5
Cc1cccc(-n2nc(-c3ccccc3)c3c2N(CC(=O)NCC2CCCO2)C(=O)CSC3c2ccccc2Cl)c1C (stereo not given)	3.7	-3.0	-5.3
O[C@@H]1CN(c2ccnc3ccccc23)CC[C@H]1N1CCN(c2ccccn2)CC1	-6.4	x	-10.0
COc1ccc(-c2cnc3ncnn3c2N2CCCN(C(=O)c3sccc3C)CC2)cc1	-1.9	-0.7	4.5
COc1ccc(S(=O)(=O)NC(=O)C2(C)CCN2C(=O)COc2ccc(Cl)cc2)cc1OC (stereo not given)	0.1	x	-8.7
Cc1oc(-c2ccccc2)nc1CC(=O)NC(C)C(C)C (stereo not given)	0.5	x	-14.0
O=C(Cc1ccccc1)Nc1ccnn1C1CCN(Cc2ccccc2-c2ccco2)CC1	0.3&-3.7	-3.3	4.0&-7.2
COC(=O)c1cc(CSc2nnc(C3CC3)n2C2CC2)oc1C	-3.9	x	-2.8
Cc1ccc(CNC(=O)c2ccc(-c3cc(-c4cccc(C(F)(F)F)c4)n[nH]3)cc2)o1	3.9	-7.1	-6.5
CC(C)(C)C1(C)OC(=O)C(=Cc2ccc(O)c(I)c2)C(=O)O1 (stereo not given)	4.0	18.9	10.9
COc1nccc(N(C)C)c1N	11.3	x	-11.1
O=C1CC(C(=O)NC(c2ccc(F)cc2)C2CCCC2)c2ccccc2N1 (stereo not given)	-9.9	6.1	-0.2
CC(=O)N1N=C(c2cccc(O)c2)CC1c1cn(-c2ccccc2)nc1-c1ccccc1 (stereo not given)	x	-8.3	-7.4
CC(C)=C1C2C=CC1C1C(=O)N(c3ccc(C(=O)O)cc3)C(=O)C21 (stereo not given)	-4.1	-3.8	-2.6
CC1c2cccn2CCN1c1nc(C(C)(C)C)nc2c1cnn2C (stereo not given)	-0.2	-6.4	-1.9
CNC(=O)Cc1nc(C(=O)OC)cc(=O)s1	-1.0	x	5.8
COc1ccncc1NC(=O)/C=C/c1ccc(N2CCOCC2)cc1	-4.7	x	10.6
Cc1csc(=O)n1CC(=O)N1CCN(Cc2nc(-c3cccs3)no2)CC1	2.8	-21.1	-13.3

The list goes on:
SMILES	NPYLR7 ag	mcGAS inh	hcGAS lum
COc1ccccc1CNC(=O)C1(C)CCN1Cc1ccc2ccccc2c1 (stereo not given)	11.6	x	-7.6
CN(Cc1cccnc1)Cc1cn(C)nc1-c1cccc(Cl)c1	-2.5	-1.4	3.3
Cc1cc(-c2c(-c3ccccc3)ncn2C2CC=CC2)n[nH]1	25.3	-10.8	-5.8
CCOc1ncccc1CN1CCCC(C(=O)NCCOc2ccccc2)C1 (stereo not given)	-5.0	-2.2	-7.2
CC1(C)C=NC2(CCN(C(=O)c3ccc(=O)[nH]c3)CC2)S1	11.6	x	-4.7
Cc1ccc(C(=O)Nc2ccc(N3CCN(C(=O)Cc4nc(-c5cccc(F)c5)oc4C)CC3)nc2)cc1	25.7	-6.4	-10.7
Cc1ccc(C(=O)NCC2CCN(C)C2)c2ccccc12 (stereo not given)	2.4	x	-4.1
O=C(NCCc1ccccc1Cl)c1cc(N2CC[C@@H](O)C2)ccn1	3.8	x	-6.4
CCCCN(CC(=O)N1c2ccccc2-n2cccc2C1c1cccc(Cl)c1)C(=O)c1cc(OC)cc(OC)c1 (stereo not given)	10.8	-5.6	-4.5
CC1SC(c2ccccc2Cl)N(CCC(=O)NCc2ccc(F)cc2)C1=O (stereo not given)	x	-10.8	-6.8
O=C(c1ccc(=O)[nH]c1)N1CCC2(CCCN(Cc3cccc(F)c3F)C2=O)C1 (stereo not given)	0.5	-27.0	0.1
N#Cc1cccc(SCCC(N)=O)c1	1.0	x	2.4
COCCOc1nc(-c2ccc(F)cc2)n(-c2ccc(NCC(O)COCC(C)C)cc2)n1 (stereo not given)	-2.6	-3.7	-6.5
Cc1ccc(C)c(OCC(=O)NCCN2CCCC(C(N)=O)C2)c1C (stereo not given)	1.6	x	-2.9
CN(Cc1nc2c(s1)CCCC2)C(=O)c1cc(COc2ccc(-n3cncn3)cc2)on1	-3.2&14.1	-11.5	-8.8&-10.2
CCCCC(CC)C(=O)NC(Cc1ccccc1)c1nnc(SCc2cccc(C)c2)n1-c1ccc(Cl)cc1Cl (stereo not given)	22.2	-4.9	-20.0
CC(=O)Nc1cccc(-c2ccc(C(=O)N3CCOCC3)o2)c1	2.7	-16.7	-2.9
COc1cc(OC)cc(C2NC(=O)N(C)C3=C2C(=O)N(CCN2CCCC2)C3)c1 (stereo not given)	-4.0	-2.7	-5.1
CCN1CCCC1CNC(=O)C1=C(C)C(=O)OC12CCCCC2 (stereo not given)	5.5	-2.2	-10.7
Cc1cnc(NC(=O)C2(C)CCN2C(=O)C(C)C)s1 (stereo not given)	1.1	x	-7.4
Cc1nc(C(=O)N2CCCC(O)(CO)CC2)c(C)o1 (stereo not given)	3.5	-9.9	-5.8
COc1cccc(CN(c2ccc(Cl)cc2)S(=O)(=O)c2cccn3c(C)nnc23)c1	-9.7	x	-2.9
CCOCC(=O)N1CCC(C(O)c2ccc(Cl)cc2)CC1 (stereo not given)	5.4	x	-7.2
Cc1cc(C)c(NC(=O)CSc2nc(=O)n3ccc(C)cc3n2)c(C)c1	1.7	-9.6	-6.9

Screening results: PubChem, Fisher Drug Discovery Resource Center
